RSV CPE inhibition: RSV antiviral activity via CPE protection, HEp-2 cells, primary 10 µM value included (AID 2391); HEp-2 cells, RSV-induced CPE inhibition; higher % means a stronger effect; CPE inhibition, % at 10 µM, or IC50 in µM where a hit was titrated; 310,000 tested, 0.13% active; in the data active means a potency from the dose series; further: strong numbers were not always called active
Large T inhibition: SV40 large T antigen inhibitors, biochemical (AID 1903) | SV40 large T antigen ATPase/helicase inhibition assay; higher % means a stronger effect | 310,000 tested, 0.39% active | one-dose inhibition, % at 20 µM; IC50 in µM for titrated hits; in the data active means a potency from the dose series; further: strong numbers were not always called active
GPR55 LPI antagonism: GPR55 antagonists blocking LPI-driven arrestin recruitment, primary screen, imaging, U2OS, beta-arrestin-GFP, LPI agonist (AID 2013); G-protein coupled receptor 55 (Homo sapiens); U2OS GPR55 beta-arrestin-GFP translocation imaging, LPI antagonism; higher % means a stronger effect; 290,000 tested, 0.13% active; inhibition, % at 10 µM, or IC50 in µM where a hit was titrated;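 active means spots per cell inhibited over 60%, with over 100 cells counted and total cytoplasm intensity under 500,000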;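 further: U2OS cells stably carrying GPR55 and arrestin-GFP stimulated by 5 µM LPI near EC80; imaged beta-arrestin-GFP aggregate spots per cell after agonist stimulation; plate controls were LPI-stimulated DMSO wells for no effect and DMSO wells without LPI for full effect; some results filed as inactive read as strong as hits; confirmed hits need IC50 under 10 µM and bright autofluorescent wells are also inconclusive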
MgcRacGAP inhibition: MgcRacGAP GTPase-activating activity inhibitors, confirmation, biochemical, ADP Hunter fluorescence. Rac GTPase-activating protein 1 (Homo sapiens). MgcRacGAP-stimulated Rac1 GTP hydrolysis, ADP Hunter fluorescence; higher % means a stronger effect; GST-tagged Rac1 F28L mutant substrate. one-dose inhibition, % at 30 µM; IC50 in µM for titrated hits. 340,000 tested, 0.6% active. AID 624330, 2012;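 active means first-screen hits whose inhibition reached a set limit at any dose in the follow-up dose series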;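 further: fluorescence reports GDP produced by GAP-driven GTP hydrolysis; strong numbers were not always called active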
GPR35 arrestin U2OS: GPR35 antagonists blocking zaprinast-driven arrestin recruitment, primary screen, imaging, U2OS, beta-arrestin-GFP, zaprinast agonist (AID 2058); G-protein coupled receptor 35 (Homo sapiens); U2OS GPR35 beta-arrestin-GFP translocation imaging, zaprinast antagonism; higher % means a stronger effect; inhibition, % at 10 µM; hits with a dose series show IC50 in µM; 290,000 tested, 0.052% active;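 active means inhibition of at least 50% with at least 30 cells and total cytoplasm GFP at most 10,000,000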
PhoP inhibition: inhibitors of PhoP regulon expression, primary screen, Salmonella Typhimurium, GFP reporter (AID 1863); S. Typhimurium PhoP-regulated promoter GFP reporter, 4 h; higher % means a stronger effect; inhibition, % at 50 µM, or IC50 in µM where a hit was titrated; 300,000 tested, 0.16% active;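 active means inhibition over 29.93%, a cutoff 3 SD above the screen mean, later confirmed by dose response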;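 further: 0% = low Mg2+ inducing control and 100% = high Mg2+ repressing control; strong numbers were not always called active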
Dengue-2 NS5 capping: Dengue-2 NS5 methyltransferase inhibitors, primary screen, biochemical, confirmation dose response (AID 588689); inhibition, % at 25 µM; hits with a dose series show IC50 in µM; 340,000 tested, 0.3% active; Dengue-2 NS5 methyltransferase capping enzyme assay, biochemical; higher % means a stronger effect; in the data active means a potency from the dose series
HIV fusion peptide: inhibitors of HIV fusion peptide binding, primary screen, biochemical, uHTS, fluorescence dequenching (AID 1986); one-dose inhibition, % at 20 µM; IC50 in µM for titrated hits; 290,000 tested, 0.3% active; cell-free peptide binding, fluorescence dequenching, 30 min; higher % means a stronger effect; in the data active means inhibition mostly above about 52%, no sharp cut-off; inactive means mostly below about 76%; further: some results filed as inactive read as strong as hits
UTI89 phage lysis: inhibition of K1F phage lysis, E. coli UTI89, bacterial capsule biogenesis inhibitors, alamar blue (AID 488966). E. coli UTI89 K1F phage lysis, alamar blue, 2 h; higher % means a stronger effect. inhibition, % at 100 µM, or IC50 in µM where a hit was titrated. 340,000 tested, 0.02% active;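 active means phage lysis inhibition, versus mean bacterial control, above a set limit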;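 further: capsule biogenesis inhibitors block K1F phage lysis so surviving cells raise fluorescence; higher fluorescence means more inhibition of phage lysis; actives were called in the ten point dose series up to 300 µM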
Dengue-2 NS5 capping pilot replicate: also measured in Dengue-2 NS5 capping; calls as there; inhibition, %; measured here: pilot screen replicate inhibition
An asterisk follows results filed as active; [ ] = remark or other dose.

How did NC(=O)COc1ccc(/C=N\NC(=O)c2ccc(-c3ccccc3)cc2)cc1 do in these assays?
RSV CPE inhibition: 0.5%; Large T inhibition: 4%; GPR55 LPI antagonism: -2%; MgcRacGAP inhibition: 2%; GPR35 arrestin U2OS: -1%; PhoP inhibition: -5%; Dengue-2 NS5 capping: -3%; HIV fusion peptide: 1.3%; UTI89 phage lysis: 0.1%

What do the screens show for `COc1ccc2oc3cc(C)[n+]([O-])c(-c4ccc(Br)cc4)c3c2c1`?
RSV CPE inhibition: 5.2%; Large T inhibition: 8%; GPR55 LPI antagonism: 9%; MgcRacGAP inhibition: 4%; GPR35 arrestin U2OS: -16%; PhoP inhibition: 9%; Dengue-2 NS5 capping: -7%; HIV fusion peptide: 0.4%; UTI89 phage lysis: 0.2%[50 µM]

What do the screens show for `C/C(=N\Nc1c([N+](=O)[O-])c(C)nn1C)c1ccc(F)cc1F`?
RSV CPE inhibition: 1.8%; Large T inhibition: 7%; GPR55 LPI antagonism: -1%; MgcRacGAP inhibition: -9%; GPR35 arrestin U2OS: -4%; PhoP inhibition: -7%; Dengue-2 NS5 capping: -5%; HIV fusion peptide: 1.1%; UTI89 phage lysis: 0.0%

Results for O=C(NCc1ccc(F)cc1)C1CCN(S(=O)(=O)c2ccc(Br)s2)CC1 ?
RSV CPE inhibition: 2.7%; Large T inhibition: 6%; GPR55 LPI antagonism: 3%; MgcRacGAP inhibition: 3%; GPR35 arrestin U2OS: -5%; PhoP inhibition: 1%; Dengue-2 NS5 capping: -4%; HIV fusion peptide: 0.3%; UTI89 phage lysis: -0.5%

How did O=C(NCCCN1CCOCC1)/C(=C/c1ccc(F)cc1)NC(=O)c1ccccc1 do in these assays?
RSV CPE inhibition: 0.9%; Large T inhibition: 6%; GPR55 LPI antagonism: 12%; MgcRacGAP inhibition: 0%; GPR35 arrestin U2OS: 2%; PhoP inhibition: -13%; Dengue-2 NS5 capping: -2%; HIV fusion peptide: -0.9%; UTI89 phage lysis: 0.2%

How did Cc1ccc(-c2ccc(/C=N\NC(=O)c3cc4c(ccc5ccccc54)o3)o2)cc1[N+](=O)[O-] do in these assays?
RSV CPE inhibition: -2.9%; Large T inhibition: 6%; GPR55 LPI antagonism: 2%; MgcRacGAP inhibition: 12%; GPR35 arrestin U2OS: 0%; PhoP inhibition: -11%; Dengue-2 NS5 capping: 1%; HIV fusion peptide: -1.4%; UTI89 phage lysis: 0.6%

Results for C=CCN1C(=O)C(CC(=O)O)SC1=Nc1c(C)n(C)n(-c2ccccc2)c1=O (centres undefined) ?
RSV CPE inhibition: 1.8%; Large T inhibition: 11%; GPR55 LPI antagonism: -1%; MgcRacGAP inhibition: 8%; GPR35 arrestin U2OS: 4%; PhoP inhibition: 5%; Dengue-2 NS5 capping: -4%; HIV fusion peptide: -1.1%; UTI89 phage lysis: 0.2%

Results for O=C(CCCNS(=O)(=O)c1ccccc1)NCc1ccco1 ?
RSV CPE inhibition: 0.9%; Large T inhibition: 12%; GPR55 LPI antagonism: -1%; MgcRacGAP inhibition: 8%; GPR35 arrestin U2OS: 3%; PhoP inhibition: 36%; Dengue-2 NS5 capping: -9%; HIV fusion peptide: 0.4%; UTI89 phage lysis: 0.4%; Dengue-2 NS5 capping pilot replicate: 0.3

Results for CCCCSC1=C(C#N)C(c2ccccc2C)C(C(=O)OCC)C(=O)N1 (centres undefined) ?
RSV CPE inhibition: 4.8%; Large T inhibition: 1%; GPR55 LPI antagonism: 6%; MgcRacGAP inhibition: 9%; GPR35 arrestin U2OS: 20%; PhoP inhibition: -14%; Dengue-2 NS5 capping: -4%; HIV fusion peptide: -3.0%; UTI89 phage lysis: -0.3%

How did COC(=O)c1[nH]c2ccc(C)cc2c1NC(=O)CCN1CCN(C2CCCCC2)CC1 do in these assays?
Large T inhibition: 2%; GPR55 LPI antagonism: -6%; GPR35 arrestin U2OS: -9%; PhoP inhibition: 5%; HIV fusion peptide: 0.4%

How did OCC1(CCOc2ccccc2)CCN(Cc2ccccc2OC(F)F)CC1 do in these assays?
RSV CPE inhibition: -1.0%; Large T inhibition: 8%; GPR55 LPI antagonism: 0%; MgcRacGAP inhibition: -17%; GPR35 arrestin U2OS: -11%; PhoP inhibition: -4%; Dengue-2 NS5 capping: -2%; HIV fusion peptide: 2.6%; UTI89 phage lysis: -2.7%

What do the screens show for `COCCCNS(=O)(=O)c1ccc(SC)cc1`?
RSV CPE inhibition: 2.0%; Large T inhibition: -4%; GPR55 LPI antagonism: 14%; MgcRacGAP inhibition: 4%; GPR35 arrestin U2OS: 0%; PhoP inhibition: 0%; Dengue-2 NS5 capping: 0%; HIV fusion peptide: -0.2%; UTI89 phage lysis: 1.7%

Results for NC(=O)c1ccsc1NC(=O)c1coc2ccccc2c1=O ?
RSV CPE inhibition: 1.3%; Large T inhibition: 7%; GPR55 LPI antagonism: 11%; MgcRacGAP inhibition: -1%; GPR35 arrestin U2OS: -27%; PhoP inhibition: 2%; Dengue-2 NS5 capping: 3%; HIV fusion peptide: 1.7%; UTI89 phage lysis: -0.2%

What do the screens show for `CCc1ccccc1NC(=O)CNC(=O)c1n[nH]c(=O)c2ccccc12`?
RSV CPE inhibition: 0.6%; MgcRacGAP inhibition: 0%; Dengue-2 NS5 capping: -11%; UTI89 phage lysis: 0.6%[50 µM]

What do the screens show for `O=C(O)CSC1c2ccccc2C(=O)N1c1ccccc1` (centres undefined)?
RSV CPE inhibition: 1.3%; Large T inhibition: -4%; GPR55 LPI antagonism: 7%; MgcRacGAP inhibition: -10%; GPR35 arrestin U2OS: -11%; PhoP inhibition: -5%; Dengue-2 NS5 capping: -11%; HIV fusion peptide: 0.5%; UTI89 phage lysis: 0.1%

Results for Cc1ccc(C(C)NC(=O)CSc2ccc(S(=O)(=O)N3CCOCC3)cn2)cc1C (centres undefined) ?
RSV CPE inhibition: 0.5%; MgcRacGAP inhibition: 1%; Dengue-2 NS5 capping: -6%; UTI89 phage lysis: 3.3%[50 µM]

How did Cn1[nH]c(C(F)(F)F)cc1=O do in these assays?
RSV CPE inhibition: 1.0%; Large T inhibition: 3%; GPR55 LPI antagonism: 8%; MgcRacGAP inhibition: 1%; GPR35 arrestin U2OS: 25%; PhoP inhibition: 9%; Dengue-2 NS5 capping: -11%; HIV fusion peptide: -2.2%; UTI89 phage lysis: 0.3%

What do the screens show for `CC1=C(C(=O)NCCN2CCN(C)CC2)C2(CCC(C)CC2)OC1=O` (centres undefined)?
RSV CPE inhibition: -0.7%; Large T inhibition: 4%; GPR55 LPI antagonism: 4%; MgcRacGAP inhibition: 1%; GPR35 arrestin U2OS: -8%; PhoP inhibition: -3%; Dengue-2 NS5 capping: -8%; HIV fusion peptide: -2.2%; UTI89 phage lysis: 0.1%

How did CCCCCc1nnc(NC(=O)CS(=O)(=O)Cc2ccccc2)s1 do in these assays?
RSV CPE inhibition: 2.6%; Large T inhibition: 1%; GPR55 LPI antagonism: 2%; MgcRacGAP inhibition: 8%; GPR35 arrestin U2OS: -9%; PhoP inhibition: 3%; Dengue-2 NS5 capping: -5%; HIV fusion peptide: 6.1%; UTI89 phage lysis: -0.2%

How did O=C(CCc1nnc(C2(c3ccc(Cl)cc3)CCC2)o1)N1CCCC(O)C1 (centres undefined) do in these assays?
RSV CPE inhibition: 0.9%; Large T inhibition: 54%; GPR55 LPI antagonism: 6%; MgcRacGAP inhibition: 9%; GPR35 arrestin U2OS: 10%; PhoP inhibition: 7%; Dengue-2 NS5 capping: 5%; HIV fusion peptide: 0.1%; UTI89 phage lysis: 6.6%

What do the screens show for `CCOC(=O)c1c(CC(C)C)csc1NC(=O)CCl`?
RSV CPE inhibition: 1.8%; Large T inhibition: 27%; GPR55 LPI antagonism: -2%; MgcRacGAP inhibition: 6%; GPR35 arrestin U2OS: 6%; PhoP inhibition: 9%; Dengue-2 NS5 capping: 4%; HIV fusion peptide: -3.2%; UTI89 phage lysis: -1.5%

Results for Cc1ccc(NC(=O)c2cnccn2)cc1S(=O)(=O)N(C)C ?
RSV CPE inhibition: 2.8%; Large T inhibition: -5%; GPR55 LPI antagonism: 0%; MgcRacGAP inhibition: 4%; GPR35 arrestin U2OS: -7%; PhoP inhibition: -11%; Dengue-2 NS5 capping: -1%; HIV fusion peptide: -3.2%; UTI89 phage lysis: 6.4%

Results for O=C(/C=C/c1ccc(O)cc1)c1c(O)cc(O)cc1O ?
RSV CPE inhibition: 1.4%; Large T inhibition: 4%; GPR55 LPI antagonism: 5%; MgcRacGAP inhibition: 3%; GPR35 arrestin U2OS: 8%; PhoP inhibition: 0%; Dengue-2 NS5 capping: -7%; HIV fusion peptide: 0.1%; UTI89 phage lysis: 2.1%

What do the screens show for `CCn1c2ccccc2c2nnc(SCCCn3c(=O)[nH]c4ccccc43)nc21`?
RSV CPE inhibition: 3.0%; Large T inhibition: 13%; GPR55 LPI antagonism: -14%; MgcRacGAP inhibition: 5%; GPR35 arrestin U2OS: 3%; PhoP inhibition: -9%; Dengue-2 NS5 capping: -3%; HIV fusion peptide: 0.4%; UTI89 phage lysis: 3.1%

How did Cn1c(C(=O)O)c(S(=O)(=O)c2ccc(Cl)cc2)c2ccccc21 do in these assays?
RSV CPE inhibition: 1.6%; Large T inhibition: 11%; GPR55 LPI antagonism: 3%; MgcRacGAP inhibition: 7%; GPR35 arrestin U2OS: -15%; PhoP inhibition: 6%; Dengue-2 NS5 capping: -5%; HIV fusion peptide: -0.2%; UTI89 phage lysis: 0.4%

How did Cc1ccc(OCCNCC(O)COc2ccccc2)cc1 (centres undefined) do in these assays?
RSV CPE inhibition: -1.4%; Large T inhibition: 7%; GPR55 LPI antagonism: 7%; MgcRacGAP inhibition: 25%; GPR35 arrestin U2OS: -9%; PhoP inhibition: 11%; Dengue-2 NS5 capping: 1%; HIV fusion peptide: 2.0%; UTI89 phage lysis: 0.5%

How did Oc1c(Cl)cc(Cl)c2cccnc12 do in these assays?
Large T inhibition: -6%; GPR55 LPI antagonism: 15%; MgcRacGAP inhibition: 6%; GPR35 arrestin U2OS: -30%; PhoP inhibition: 28µM*; Dengue-2 NS5 capping: -1%; HIV fusion peptide: 17%; UTI89 phage lysis: 0.0%

Screens deposited in PubChem BioAssay by several laboratories.
